Compound activity as filed in PubChem.
S100A4 inh HTS – inhibitors of human S100A4 binding to myosin IIA peptide. S100A4/TAMRA-MyoIIA peptide fluorescence polarization. inhibition, % at 10.7 µM. 0.14% of 360,000 active. AID 652163;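 active means mean inhibition of at least 70% across replicates, with every replicate also reaching that level; inconclusive means mean inhibition reaches 70% but some replicates fall short; inactive means mean inhibition below 70%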
Target sequence (P26447 whole entry, looked up): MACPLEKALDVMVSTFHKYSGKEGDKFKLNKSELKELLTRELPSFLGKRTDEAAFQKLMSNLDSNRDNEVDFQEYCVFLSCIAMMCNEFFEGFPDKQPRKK
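assay system = human S100A4 monomer with TAMRA-labelled myosin IIA peptide | also added = labelled myosin peptide probe, 5 nM | incubation = 5 min between mix addition and reading | control set = DMSO and TFP controls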
PAX8 inh HTS – PAX8 transcriptional activity inhibition | AID 652154 | inhibition, % at 12.6 µM | 1.2% of 360,000 active | RMG-I TPO-luciferase reporter, SteadyGlo, 24 h;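 active means mean replicate inhibition at least 60% with every replicate also reaching 60%; inconclusive means only one of the two criteria is met; inactive means mean below 60% and not all replicates reaching 60%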;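 further: luciferase light reporting Pax8 driven TPO promoter activity; plate controls were median of neutral control wells for no effect and mitoxantrone controls for full effect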
PglD DTNB – inhibitors of Campylobacter jejuni PglD acetyltransferase. inhibition, % at 12.5 µM. purified PglD enzyme, DTNB colorimetric CoA detection. 0.098% of 360,000 active; in the data active means inhibition above about 16%, passing the limit was not always enough; inconclusive means no clear call, values can overlap the other calls; further: strong numbers were not always called active
PGC1a acetyl inh – modulators of PGC1a acetylation | AID 651687 | inhibition, % at 15.6 µM | U2OS PGC1a acetylation, AlphaScreen anti-acetyl-lysine; with virally co-expressed GCN5 acetyltransferase | 0.17% of 350,000 active;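 active means every replicate shows inhibition of at least 40%; inconclusive means mean inhibition at least 40% but some replicate below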;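 further: 0% = neutral control wells and 100% = positive control wells; some results beyond the cut were filed as inactive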
ERAP1 HTS inh – ERAP1 (human) enzyme inhibition; recombinant ERAP1, Leu-AMC fluorescence, 60 min; 0.15% of 340,000 active; inhibition, % at 10.7 µM;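 active means mean replicate inhibition of at least 30%, or all replicates individually reaching that 30% level; inactive means mean below 30% and not every replicate reaching it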;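 further: 0% = neutral control wells and 100% = L-leucinethiol positive control wells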
Target sequence (Q9NZ08 whole entry, looked up): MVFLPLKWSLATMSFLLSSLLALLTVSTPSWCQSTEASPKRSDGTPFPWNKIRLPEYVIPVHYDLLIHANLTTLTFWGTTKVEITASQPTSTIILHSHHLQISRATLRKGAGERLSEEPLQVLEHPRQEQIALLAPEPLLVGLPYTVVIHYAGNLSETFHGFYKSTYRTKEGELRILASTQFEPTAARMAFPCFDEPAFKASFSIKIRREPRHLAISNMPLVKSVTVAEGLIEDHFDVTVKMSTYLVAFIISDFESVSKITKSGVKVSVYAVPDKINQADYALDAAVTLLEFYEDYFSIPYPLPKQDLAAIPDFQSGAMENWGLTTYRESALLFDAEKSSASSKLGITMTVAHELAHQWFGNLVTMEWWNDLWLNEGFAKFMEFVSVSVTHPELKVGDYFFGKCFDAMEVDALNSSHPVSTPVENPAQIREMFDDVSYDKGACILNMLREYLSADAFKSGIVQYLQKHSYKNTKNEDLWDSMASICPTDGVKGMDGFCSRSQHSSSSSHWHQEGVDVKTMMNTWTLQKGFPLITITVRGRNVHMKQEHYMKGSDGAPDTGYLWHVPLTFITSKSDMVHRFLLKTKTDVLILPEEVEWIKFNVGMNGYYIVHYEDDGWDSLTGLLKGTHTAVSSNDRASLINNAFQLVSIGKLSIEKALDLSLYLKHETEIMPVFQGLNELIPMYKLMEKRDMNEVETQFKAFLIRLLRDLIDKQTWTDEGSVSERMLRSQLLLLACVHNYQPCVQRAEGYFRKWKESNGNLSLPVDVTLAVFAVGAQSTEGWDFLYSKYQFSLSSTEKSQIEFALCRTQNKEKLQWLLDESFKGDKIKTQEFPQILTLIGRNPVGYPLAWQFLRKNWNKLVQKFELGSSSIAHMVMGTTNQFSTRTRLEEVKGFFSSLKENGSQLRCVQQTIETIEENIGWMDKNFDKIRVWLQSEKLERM
FN deposition inh – fibronectin deposition inhibition; 0.086% of 350,000 active; AH1F fibroblasts, Alexa488-fibronectin deposition fluorescence, overnight; inhibition, % at 12.6 µM;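 active means mean inhibition across replicates of 30% or more, regardless of how many single replicates reach that level; inconclusive means mean under 30% yet at least half of replicates reach 30%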;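 further: positive control wells lacked labelled fibronectin entirely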
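Schedule: 1 h cell adhesion before compound, then overnight fibronectin incubation; test system: AH1F fibroblast monolayer depositing Alexa488-labelled fibronectin into matrix; quantity: 10000 AH1F cells per well; probe or stimulus: fluorescent fibronectin at 24 nM final; signal: fluorescence, ex 485 nm, em 525 nm; evaluation: percent inhibition as loss of matrix-bound fibronectin fluorescence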
LGR2 antag – blocks bursicon-induced cAMP signaling via Drosophila LGR2 | HEK293 LGR2, CRE-luciferase, bursicon-stimulated, 4 h | inhibition, % at 9.99 µM | 0.35% of 380,000 active;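 active means drop in luminescence signal, shown as inhibition above about 50% in the replicate tests, limit read from the data, passing the limit was not always enough; inconclusive means probably only some replicates passing the limit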;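 further: agonist challenge used bursicon conditioned medium at about half maximal strength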
EWS-Fli inh – inhibitors of EWS/Fli oncoprotein transcriptional activity; A673 NR0B1-luciferase reporter, viability-normalised; inhibition, % at 12.6 µM; 0.67% of 350,000 active; AID 651661;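 active means mean inhibition of at least 50% after viability correction, with every replicate also passing that limit; inconclusive means mean reaches 50% but only one of two replicates passes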;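 further: firefly luciferase signal divided by Alamar Blue viability fluorescence both relative to DMSO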
Numbers without * were called inactive; ? = inconclusive; nt = no result given. Not a hit list; 2.1% or so of the library scored in one or more.

SMILES	S100A4 inh HTS	PAX8 inh HTS	PglD DTNB	PGC1a acetyl inh	ERAP1 HTS inh	FN deposition inh	LGR2 antag	EWS-Fli inh
C(=N/N1CCN(c2ccccc2)CC1)/c1ccncc1	0.8	-6.9	nt	nt	1.5	0.7	-1.1	0.3
COc1ccc(C(=O)NCC(=O)N2CCN(c3ccc(F)cc3)CC2)cc1	3.2	-13.2	-0.9	nt	2.6	2.0	-13.9	5.3
CN(C)C(=O)c1ccc(-c2ccc([C@H]3[C@H]4CN(CCC(F)(F)F)CCCCN4[C@H]3CO)cc2)cc1	4.5	-5.9	3.1	4.8	1.8	nt	27.5	-4.0
CCCNC(=O)C1(C)CCCN(C(=O)/C=C/c2ccccc2)C1 (stereo unspecified)	-2.7	1.8	0.3	3.7	-1.4	nt	12.5	-8.3
COc1ccc(C(CNC(=O)c2cccc(S(=O)(=O)Nc3ccccc3OC)c2)N2CCCCC2)cc1 (stereo unspecified)	-3.8	12.3	-2.5	6.7	-8.7	5.7	-6.1	4.7
Cc1cccc(N(C(=O)c2csnn2)C(C(=O)NC(C)(C)C)c2cccnc2)c1 (stereo unspecified)	5.6	24.2	nt	-10.2	3.2	6.8	-4.1	3.0
Cc1cc(NC(=O)COC(=O)CCNS(=O)(=O)c2ccccc2)n(-c2ccccc2)n1	-2.3	7.9	-0.6	nt	-3.1	nt	16.5	-2.6
CCCCNC(=O)N(O)C1N(/N=C/c2ccccc2OC)C(=S)SC1(C)C (stereo unspecified)	-4.4	-12.4	-5.7	0.7	-1.8	-2.5	1.6	0.3
O=C(/C=C/c1cccc([N+](=O)[O-])c1)NCCSCc1ccc(Cl)cc1	3.5	2.3	nt	nt	13.3	nt	9.0	58.5*
CN(C)c1ccc(/C=N/NC(=O)C2CC2c2ccccc2)cc1 (stereo unspecified)	5.9	-15.5	nt	nt	-2.8	4.6	13.1	-34.6
Cc1cc(C)n(C(=O)CNC(=O)c2ccc(Cl)cc2Cl)n1	-1.4	-18.6	nt	nt	-3.0	-6.0	-1.2	-6.8
O=C(Nc1ccc(N2CCOCC2)nc1)c1c(F)cccc1F	1.6	-82.9	-4.8	-2.1	0.9	-6.3	-18.0	-33.4
COc1ccc(CNC(=O)C(C)N2C(=O)NC3(CCCCCCC3)C2=O)cc1 (stereo unspecified)	1.6	-15.1	nt	nt	-2.9	1.7	-1.6	0.0
COc1ccc(NC(=S)N2CCN(Cc3cccc(F)c3)CC2)c(OC)c1	1.2	13.7	1.5	nt	0.0	-4.0	?	5.1
Cc1ccc(-c2n[nH]c3c2C(c2ccccc2)N(c2ccc(C(=O)O)cc2)C3=O)cc1 (stereo unspecified)	-3.1	0.8	4.4	-0.4	-2.9	-13.8	-17.1	18.8

Among those listed so far, 2 have a Cl atom.
SMILES	S100A4 inh HTS	PAX8 inh HTS	PglD DTNB	PGC1a acetyl inh	ERAP1 HTS inh	FN deposition inh	LGR2 antag	EWS-Fli inh
O=C(/C=C/c1cccc([N+](=O)[O-])c1)NCCSCc1ccc(Cl)cc1	3.5	2.3	nt	nt	13.3	nt	9.0	58.5*
Cc1cc(C)n(C(=O)CNC(=O)c2ccc(Cl)cc2Cl)n1	-1.4	-18.6	nt	nt	-3.0	-6.0	-1.2	-6.8

More entries:
SMILES	S100A4 inh HTS	PAX8 inh HTS	PglD DTNB	PGC1a acetyl inh	ERAP1 HTS inh	FN deposition inh	LGR2 antag	EWS-Fli inh
CO[C@@H]1CC[C@H]2CCOc3ccc(C#N)cc3C(=O)N(C)C[C@@H](c3ccccc3)CC(=O)N(C)C[C@H]1O2	nt	5.4	-1.0	nt	nt	2.0	-1.3	0.3
COc1ccc(OC)c(C(=O)NC(CC(N)=O)c2ccc(N3CCCCCC3)c([N+](=O)[O-])c2)c1 (stereo unspecified)	5.2	12.6	-1.4	nt	3.0	9.6	nt	-0.7
O=C(c1ccc2c(c1)OCO2)N1CCCCN2[C@H](CO)[C@@H](c3ccc(-c4ccccc4)cc3)[C@@H]2C1	-2.1	-8.9	-11.9	-8.2	-0.5	nt	14.0	nt
CCCC(=O)Nc1ccc2c(c1)OC[C@H](C)N(CCC)C[C@H](C)[C@H](OC)CN(C)C2=O	-1.5	-8.1	-0.9	9.6	-1.5	-11.7	-6.5	0.3
C=CCNC(=O)c1ccc(-n2cccc2)cc1	0.1	-32.4	14.6	-1.2	-4.3	1.5	2.9	-5.2
O=S(=O)(c1ccc(Cl)cc1)n1ccc(-c2cccc(OCc3c(F)cccc3Cl)c2)n1	nt	8.8	-1.7	-7.2	nt	-15.8	nt	nt
CCc1nc(Nc2ccc3c(c2)OCO3)c2oc3ccccc3c2n1	nt	-35.4	4.2	-3.0	nt	7.7	nt	nt
COCC#Cc1cnc2c(c1)C(=O)N([C@@H](C)CO)C[C@H](C)[C@H](CN(C)C(=O)Nc1cccc(F)c1)O2	-12.6	nt	-2.7	11.7	-1.6	-9.5	3.4	-5.2
CCSc1sccc1C1C(C#N)=C(N)N(c2cccnc2)C2=C1C(=O)CC(C)(C)C2 (stereo unspecified)	nt	3.8	-1.4	-6.0	nt	4.9	nt	nt
CN1CCSc2ccc(C(=O)Nc3cccc(F)c3)cc21	-3.1	-150.6	nt	nt	8.0	9.4	-48.0	-114.1
CC1(C(=O)OCC(=O)Nc2ccc(S(=O)(=O)N3CCOCC3)cc2)CC1(Cl)Cl (stereo unspecified)	-2.8	14.8	3.1	2.6	-0.5	17.0	-7.5	15.0
O=C(OCC(=O)c1c[nH]c2ccccc12)c1ccc([N+](=O)[O-])s1	-1.7	16.3	1.0	nt	4.7	-7.4	23.7	15.0
CCOC(=O)C1=C(COC(=O)c2sccc2C)NC(=O)NC1C (stereo unspecified)	-3.2	-17.8	3.9	nt	-5.3	7.6	-2.1	0.2
OC[C@@H]1[C@@H](c2ccccc2)C2(CN(Cc3cccnc3)C2)N1Cc1ccncc1	15.1	nt	nt	8.1	0.6	-3.4	-17.4	0.4
CCCCc1nc2c(C)c(N)cnc2n1Cc1cccc([N+](=O)[O-])c1	2.3	-8.3	4.9	6.5	-0.2	-8.6	-11.2	5.3
CCOc1cc(C(=O)Nc2cc3c(cc2N2CCOCC2)n(C)c(=O)n3C)cc(OCC)c1OCC	-6.0	12.4	6.2	0.1	-0.3	-20.9	8.4	8.6
COc1cc(CC(=O)OCC(=O)NC2CCCCC2C)cc(OC)c1OC (stereo unspecified)	-6.9	-7.3	-1.4	nt	1.7	2.6	-3.4	-2.9
COc1ccc(-c2ccc3c(c2)[C@@H]2[C@@H](CCN2C(=O)c2ccc4c(c2)OCO4)[C@H](CO)N3)cc1	nt	11.4	2.2	7.7	nt	12.5	2.2	11.2
CS(=O)c1ccccc1-c1nc(-c2ccc([N+](=O)[O-])cc2)no1 (stereo unspecified)	-1.7	-16.4	6.8	0.5	nt	7.6	-2.4	-14.2
Cc1ccc(OCC(=O)N/N=C/c2cn(Cc3ccccc3)c3ccccc23)cc1	-3.6	-1.1	nt	nt	-0.2	12.4	21.0	0.4
Cc1noc(C)c1NC(=O)Nc1ccc2c(c1)C(=O)N([C@H](C)CO)C[C@H](C)[C@@H](CN(C)S(=O)(=O)c1ccccc1)OCCCC[C@@H](C)O2	2.1	-8.8	1.6	7.1	-1.7	4.9	2.6	-2.0
Cc1cccn2c(=O)c3cc(S(=O)(=O)c4ccccc4)c(=N)n(Cc4ccco4)c3nc12	-2.7	14.8	-2.4	2.2	-8.1	-5.5	-3.6	-6.0
CC(=O)c1ccc(NC(=O)CSc2nnc(-c3ccoc3C)n2Cc2ccccc2)cc1	nt	-0.1	4.0	-5.2	nt	-7.1	nt	nt
Clc1cc(Br)ccc1OCCN1CCOCC1	18.9	-12.9	-4.1	nt	2.6	-2.3	-3.2	-9.0
O=C(Nc1ccccc1)c1cc(C2CCCCN2C(=O)c2ccc3c(c2)CCO3)on1 (stereo unspecified)	-3.0	10.9	-4.8	-15.1	-0.2	2.4	-2.2	3.9
CCc1nc2ccc(C(=O)NCCN3CCCC3)cn2c1N(C)Cc1ccc(OC)cc1	-2.0	-11.3	-7.2	nt	-4.7	-5.3	-13.9	-0.8
CC(=O)N1CCCCN2[C@H](CO)[C@@H](c3ccc(Br)cc3)[C@@H]2C1	2.2	-11.1	6.4	1.8	0.3	nt	-15.1	-5.1
C[C@H](CO)N1C[C@H](C)[C@H](CN(C)S(=O)(=O)c2cn(C)cn2)OCCCC[C@H](C)Oc2ccc(NC(=O)Nc3cccc4ccccc34)cc2C1=O	-19.3	8.0	-2.4	?	0.7	-14.9	12.8	10.6
COc1ccc(C(=O)N/C(=C\c2cn(S(=O)(=O)N(C)C)c3ccccc23)C(=O)N2CCN(C)CC2)cc1	-0.3	26.2	1.1	7.2	5.0	-26.5	10.8	1.1
O=C(COC(=O)c1c(F)cccc1Cl)NC1CCCC1	-3.4	-67.0	3.8	-1.8	-0.4	10.7	-42.3	-49.5
O=C(NCc1ccccc1)C(c1ccc(F)cc1)N(C(=O)c1csnn1)c1ccccc1 (stereo unspecified)	0.9	7.8	3.4	-22.7	-4.1	3.2	9.1	-6.6
C[C@H](CO)N1C[C@H](C)[C@@H](CN(C)S(C)(=O)=O)OCCCC[C@H](C)Oc2ccc(N(C)C)cc2C1=O	nt	-19.0	nt	-8.7	nt	nt	0.4	-0.2
CC(C)(C)C(=O)c1c(N)[nH]c(C(=O)c2ccccc2)c1-c1cc2ccccc2nc1Cl	-0.5	24.8	nt	nt	1.4	-4.6	22.7	3.6
Cc1ccc(C)c(S(=O)(=O)N2CCN(C(=O)[C@@H]3CCCN3C(=O)c3cccs3)CC2)c1	-3.2	6.0	0.0	12.0	-0.8	2.4	13.8	-5.1
Cc1[nH]c(-c2ccc(F)cc2)cc1C(=O)N1CCN(c2ccccc2F)CC1	-13.0	17.9	2.4	-18.1	-1.1	-7.4	17.0	3.3
O=C(CSc1nnc(CNc2ccc(F)cc2)o1)OC1CCCCC1	nt	-7.4	2.2	8.3	nt	1.3	nt	nt
O=C(/C=C/c1cccs1)N1CCN(c2ccc(F)cc2)CC1	-0.9	-5.7	nt	nt	-0.1	-1.1	nt	5.5
COC(=O)c1cc(NC(=O)COC(=O)CCc2c[nH]c3ccccc23)cc(C(=O)OC)c1	60.7	-10.2	nt	nt	1.0	-5.3	4.0	8.2
COc1ccc(CN(C)C[C@@H]2Oc3ccc(NS(=O)(=O)c4ccc(OC)cc4)cc3CC(=O)N([C@H](C)CO)C[C@@H]2C)cc1	-7.4	nt	4.4	6.3	-1.5	nt	1.4	7.4
O=S(=O)(CCc1ccncc1)Cc1ccc2c3c(cccc13)CC2	2.2	2.1	nt	nt	0.6	-11.7	?	0.8
CCCOc1cccc(C2C(C(=O)c3cc4ccccc4o3)=C(O)C(=O)N2c2cc(C)on2)c1 (stereo unspecified)	-2.5	-4.3	-4.7	9.4	3.4	-5.1	9.3	-0.7
C[C@H]1CN([C@@H](C)CO)C(=O)Cc2cc(NC(=O)C3CC3)ccc2O[C@@H]1CN(C)Cc1ccccc1	-10.9	3.0	-1.1	nt	-0.5	nt	-4.4	-3.3
O=C(NCC(c1ccco1)N1CCc2ccccc21)c1c(F)cccc1F (stereo unspecified)	-5.4	1.9	-2.2	2.6	4.2	1.2	7.2	-0.1
CC1=C(C(=O)Nc2ccc(F)cc2)C(c2ccncc2)C2=C(CCCC2=O)N1 (stereo unspecified)	nt	-1.1	5.8	15.8	nt	-0.1	nt	nt
